Compound activity (PubChem)
PLC-gamma1 inh: inhibitors of human phospholipase C gamma1. actives 0.84% (n = 370,000). P19174. inhibition, % at 12.2 µM. purified PLC-gamma1, fluorogenic substrate, fluorescence; in the data active = inhibition above about 9.5%
Target sequence (P19174 whole entry, looked up): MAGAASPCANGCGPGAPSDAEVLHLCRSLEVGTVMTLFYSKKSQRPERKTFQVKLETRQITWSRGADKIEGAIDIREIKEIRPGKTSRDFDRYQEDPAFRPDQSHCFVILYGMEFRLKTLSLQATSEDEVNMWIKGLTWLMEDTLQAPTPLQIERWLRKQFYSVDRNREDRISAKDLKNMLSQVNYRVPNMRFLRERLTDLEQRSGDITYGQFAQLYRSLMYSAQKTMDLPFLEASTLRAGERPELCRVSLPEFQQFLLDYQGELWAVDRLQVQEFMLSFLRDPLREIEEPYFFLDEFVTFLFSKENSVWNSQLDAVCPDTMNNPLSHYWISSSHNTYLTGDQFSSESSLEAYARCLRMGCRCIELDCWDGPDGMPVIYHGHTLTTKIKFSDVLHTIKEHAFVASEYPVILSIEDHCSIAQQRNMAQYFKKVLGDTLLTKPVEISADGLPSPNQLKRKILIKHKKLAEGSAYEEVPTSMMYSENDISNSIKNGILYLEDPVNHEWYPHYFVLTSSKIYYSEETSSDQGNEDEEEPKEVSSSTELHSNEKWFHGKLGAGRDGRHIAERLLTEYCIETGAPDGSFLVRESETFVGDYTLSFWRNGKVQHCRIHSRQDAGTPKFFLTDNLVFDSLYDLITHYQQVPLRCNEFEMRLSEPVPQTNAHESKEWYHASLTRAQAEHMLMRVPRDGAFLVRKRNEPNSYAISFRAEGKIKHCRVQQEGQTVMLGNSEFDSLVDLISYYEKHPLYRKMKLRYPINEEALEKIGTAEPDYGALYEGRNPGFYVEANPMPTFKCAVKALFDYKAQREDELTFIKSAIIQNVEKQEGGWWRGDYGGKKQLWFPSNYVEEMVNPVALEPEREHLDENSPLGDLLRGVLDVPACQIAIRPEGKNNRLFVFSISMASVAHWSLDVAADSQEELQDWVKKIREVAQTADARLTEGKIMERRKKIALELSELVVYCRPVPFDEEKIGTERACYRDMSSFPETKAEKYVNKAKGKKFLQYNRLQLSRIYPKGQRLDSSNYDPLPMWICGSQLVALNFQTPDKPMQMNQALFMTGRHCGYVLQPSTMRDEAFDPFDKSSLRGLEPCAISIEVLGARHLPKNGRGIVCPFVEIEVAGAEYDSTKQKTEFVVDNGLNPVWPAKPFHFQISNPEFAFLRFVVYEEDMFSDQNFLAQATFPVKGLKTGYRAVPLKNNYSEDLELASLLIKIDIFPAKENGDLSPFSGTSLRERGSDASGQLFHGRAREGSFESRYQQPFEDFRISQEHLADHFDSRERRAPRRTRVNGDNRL
hcDAF-12 act: activators of H. contortus DAF-12 nuclear receptor | HEK293 hcDAF-12 lit1-tk-luc reporter, luminescence; 0% DMSO, 100% Δ7-dafachronic acid | activation, % at 6.8 µM | actives 1.4% (n = 370,000);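 active = activation above the mean of all tested compounds plus 3 SD, cut at about 5.5% in these data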;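 note: 100% = response to 3 µM Δ7-dafachronic acid high control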
DAX1 inh-1: DAX1 (NR0B1) inhibition, primary screen. HEK293T StAR-luciferase reporter, SF-1/DAX-1 repression relief. inhibition, % at 6.8 µM. actives 1.1% (n = 370,000). AID 652010;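 active = inhibition above the mean over all tested compounds plus 3 SD, cut at about 3.6% in these data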;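 note: 0% = DAX-1 cells with DMSO and 100% = cells lacking DAX-1 with DMSO; higher inhibition means more luminescence from relief of DAX-1 repression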
DAX1 inh-2: inhibits human nuclear receptor DAX1 | AID 504766 | HEK293 Gal4-DAX1 luciferase reporter, luminescence | actives 0.99% (n = 340,000) | inhibition, % at 6.75 µM;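 active = inhibition above the mean over all tested compounds plus 3 SD, cut at about 4.2% in these data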;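 note: 0% = DAX1-transfected cells with DMSO and 100% = empty-vector control cells with DMSO; inhibition shows as a rise in luminescence from relieved DAX1 repression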
ADAM10 inh: ADAM10 inhibition, QFRET primary screen | AID 720582 | inhibition, % at 7 µM | recombinant ADAM10, EDANS/DABCYL FRET peptide cleavage, 3 h | O14672 | actives 0.62% (n = 370,000);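 active = inhibition above a per-campaign cutoff equal to the mean of compounds falling between control-based bounds plus 3 SD, cut at about 20% in these data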;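 note: 0% = DMSO wells while the 100% control is not disclosed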
ssDAF12 agonist: activates DAF-12 receptor from parasite S. stercoralis; HEK293 ssDAF-12/GRIP1 lit1-tk-luc reporter, luminescence; % of 3 µM dafachronic acid response; activation, % at 6.8 µM; actives 1% (n = 370,000); AID 652126;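 active = activation above the mean over all tested compounds plus 3 SD, cut at about 0.9% in these data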;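 note: 0% = DMSO-only wells and 100% = 3 µM delta7-dafachronic acid wells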
ADAM17 inh: ADAM17 inhibition, QFRET primary screen; P78536; recombinant ADAM17, EDANS/DABCYL FRET peptide cleavage; inhibition, % at 6.95 µM; actives 0.83% (n = 370,000); AID 720648;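 active = inhibition above the mean of compounds lying between control limits plus 3 SD, set per campaign, cut at about 8.5% in these data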;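 note: 0% = DMSO-only wells as the low control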
GAA850 FXN act: activators of GAA850 frataxin (FXN) promoter. HEK293 lucGAA850 FXN promoter luciferase reporter, 24 h; percent of 10 µM SAHA response. activation, % at 6 µM. actives 0.56% (n = 360,000). AID 540364;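 active = activation above the average of all compounds screened plus 3 SD, cutoff fixed separately per campaign, cut at about 7.5% in these data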;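 note: 0% = DMSO wells and 100% = 10 µM SAHA wells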
PLC-beta3 inh: blocks human PLC-beta3 enzyme activity; Q01970; Purified PLC-beta3, fluorogenic substrate, fluorescence; actives 0.18% (n = 370,000); inhibition, % at 12.2 µM; in the data active = inhibition above about 11%;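 note: 0% = median of compound wells on plate and 100% = full blocker control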
hgDAF12 agonist: hgDAF-12 agonism, primary luciferase screen; HEK293 GAL4-hgDAF12 UAS-luciferase reporter, agonist luminescence; normalized to butyrate control; activation, % at 6.8 µM; actives 1.8% (n = 370,000);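 active = activation above a cutoff set at the mean of all screened compounds plus 3 SD, cut at about 10% in these data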;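 note: 0% = DMSO wells and 100% = sodium butyrate wells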
HGIII-sPLA2 inh: Blocks human group III sPLA2 activity. inhibition, % at 12.2 µM. actives 0.56% (n = 370,000). AID 743126. QFRET BODIPY PC-A2 liposome hydrolysis, fluorescence;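 active = inhibition above mean plus 3 SD of compounds lying within the high and low control bounds, cut at about 19% in these data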;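 note: 0% = median of test compound wells and 100% = no enzyme DMSO wells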
Numbers without * were called inactive; i = inactive; x = no result given.

Results follow in this order: PLC-gamma1 inh, hcDAF-12 act, DAX1 inh-1, DAX1 inh-2, ADAM10 inh, ssDAF12 agonist, ADAM17 inh, GAA850 FXN act, PLC-beta3 inh, hgDAF12 agonist, HGIII-sPLA2 inh
Cc1ccc(N2CC(C(=O)Nc3ccc(S(=O)(=O)NCC4CCCO4)cc3)CC2=O)cc1 (stereo unspecified)
→ -4, -1.1, -1.4, 0.0, 0, -1.5, 4, -0.4, -4, 1.1, -24
COc1cccc(C2=NOC(C(=O)Nc3cc(C)on3)C2)c1OC (stereo unspecified)
→ -4, -1.3, 0.3, 0.3, 1, -1.5, -10, 2.4, -11, -0.4, 7
COc1cc(OC)c(C2=NOC(C(=O)NCc3ccc4c(c3)OCO4)C2)cc1Cl (stereo unspecified)
→ -1, -1.4, 0.0, -1.0, 1, -1.4, 0, 0.5, 0, -2.4, 5
CC1(C)C(=O)Nc2ccccc2N1C(=O)COc1cc(Cl)ccc1Cl
→ 0, -1.3, -0.4, -0.6, -2, -1.2, 1, -2.8, -4, 1.4, 2
CC(C)OC(=O)CSc1nc2ccccc2s1
→ 2, -0.1, 0.2, 0.6, -6, -1.0, -3, 1.2, 1, 0.4, -10
CCOC(=O)Cn1nc(C)c(NC(=O)COc2ccc([N+](=O)[O-])c(C)c2)c1C
→ 2, -0.9, -0.1, -1.1, 5, -1.0, -4, -0.1, 2, 0.2, 1
COc1ccc(CCC(=O)NCCc2ccc(OC)c(OC)c2)cc1
→ 1, 0.6, -0.4, 1.4, -2, -1.6, -1, -1.0, -4, 1.4, 2
Cc1ccccc1C(=O)N1CCC(C(=O)NCc2ccc(Cl)cc2)CC1
→ 0, -3.4, -3.3, -0.2, 6, -1.8, 2, -0.3, 0, -0.1, -1
CC1(C(=O)NS(=O)(=O)c2cccc(OC(F)F)c2)CCN1C(=O)Cc1ccsc1 (stereo unspecified)
→ -2, -1.7, 0.6, x, -3, -1.2, -3, -0.3, -6, 0.6, -4
Cc1ccc2oc(-c3ccccc3)nc2c1
→ -1, 0.8, 2.3, 1.8, -9, -0.1, -10, 1.2, -1, 6.2, 1
CCN1CCN(CCCNC(=O)c2cc3c(s2)-c2ccccc2OC3)CC1
→ i, 0.1, 0.0, 0.2, i, -0.8, i, 2.0, i, -0.8, -4
CCCOc1ccccc1C1CC(=O)Nc2cc3c(cc21)OCO3 (stereo unspecified)
→ 0, -3.4, -2.5, -3.7, 7, -1.8, 1, -1.6, -3, -5.8, -8
CCOC(=O)c1ccc(NC(=O)COc2coc(CN3CCc4ccccc43)cc2=O)cc1
→ 2, -0.8, -0.1, -0.5, 1, -1.0, -1, 1.7, 2, 3.7, -1
CCN1C(=S)N[C@@H](CCc2ccccc2)[C@H](C(=O)OC)[C@H]1C
→ 2, -2.2, -0.8, 2.7, -3, -1.2, 2, -0.6, 1, -0.3, 11
CN1CCN(C(=O)/C(=C/c2cccs2)NC(=O)c2cccs2)CC1
→ -1, 0.5, 0.0, 0.0, 14, -1.0, 3, 1.2, 2, -0.2, 0
C=CCn1c(C)cc(/C([O-])=C(/C(=S)Nc2ccc(OC(F)F)cc2)[n+]2ccc(N(C)C)cc2)c1C
→ -12, -1.0, -0.4, 3.4, -6, -1.4, 3, 2.0, -17, -0.1, 3
COc1ccc(Cl)cc1NC(=S)NNC(=O)c1cccnc1
→ -2, -0.5, 0.9, -0.4, 18, -1.1, 5, 0.0, -1, 1.2, 10
COC(=O)[C@]1(C)N[C@H](CN(C)C(=O)Nc2ccccc2)[C@@H]2C(=O)N(Cc3ccccc3)C(=O)[C@@H]21
→ 3, -0.2, 1.8, 0.1, 4, -0.1, 3, 9.4*, 4, -0.1, 2
COc1cc2c(cc1CN1CCN(C(=O)c3cc(OC)c(OC)c(OC)c3)CC1)OCO2
→ 7, -1.3, -0.5, -0.8, -13, -0.8, -7, -1.1, -9, -3.1, 15
CC1(C)OC(=O)C(=Cc2ccc(-c3ccc(Cl)c(C(=O)O)c3)o2)C(=O)O1
→ 3, 0.0, -0.1, -1.8, -27, -1.4, -12, 1.5, -5, 2.2, -5
COC(=O)c1ccc(C(=O)OC)c(NC(=O)COC(=O)CCOc2ccc(C)cc2)c1
→ -3, -1.9, -1.5, 0.5, -7, -1.2, -6, 2.5, -22, -0.4, -4
COc1ccc2c(c1)O[C@@]1(CCCC[C@@H]1C)CC2=O
→ -227, 1.9, -0.8, -0.4, -397, -1.1, -105, -3.0, -302, -0.2, -9
COc1ccc(CN2CCN(C(=O)c3ccccc3C(=O)c3ccccc3)CC2)cc1OC
→ -2, -0.2, 0.5, -0.1, 3, -1.2, -1, -0.1, 5, -0.9, 1
COc1ccc(CC(=O)N2CCC3(CC2)NCCc2[nH]cnc23)cc1
→ 2, -0.2, 1.8, 0.5, -1, -0.7, 0, -0.7, -5, -1.3, 2
Cc1ccc(COC(=O)CN2C(=O)NC3(CCCCC3C)C2=O)cc1 (stereo unspecified)
→ -1, -1.8, -2.4, -1.2, -6, -1.1, -1, -1.6, 4, -2.9, 2
Cn1cc(/C=C/C(=O)N2CCCC(C(=O)c3ccc(C(F)(F)F)cc3)C2)cn1 (stereo unspecified)
→ 2, 0.8, 0.2, -0.4, 11, -1.5, 1, -0.9, 2, 4.0, 5
CCN(CC)Cc1c(C(=O)N/N=C/c2ccco2)nnn1-c1nonc1N
→ 2, -1.8, 0.3, 0.8, -6, -0.8, 1, 0.3, -10, 1.0, -4
O=C(OCc1nc2ccc(Cl)cc2n1CCO)c1ccccc1C(=O)c1ccccc1
→ 1, 1.7, 0.6, -0.2, 1, -0.9, 2, 0.9, 0, -1.4, -4
CC(=O)c1cc(-c2ccc(-c3ccccc3)c(F)c2)c(=O)n2c1CCC2
→ -8, -3.3, -1.0, x, -17, -1.4, -8, x, -18, -0.8, 9
Cn1cccc1Cc1nnc(SCC(=O)Nc2ccccc2F)n1-c1ccc(F)cc1
→ 4, -0.7, 0.2, 2.4, -20, -2.1, -4, -0.6, -10, -1.2, -24
O=C(Nc1ccccc1OC(F)F)c1ccc(F)cc1
→ 5, -2.6, 0.8, -1.5, 3, -1.1, 1, 1.1, 3, -0.3, 6
CC(=O)NNc1ncnc2ccccc12
→ -2, 10.0*, 0.9, 8.7*, -1, 0.8, -2, 2.6, -6, 5.1, 2
O=C(Nc1cc(C(=O)N2CCOCC2)cc(C(=O)N2CCOCC2)c1)c1cc(F)c(F)cc1Cl
→ 0, 0.8, -0.3, 0.6, 0, -2.2, 0, -3.3, 2, -0.2, 6
O=C(NCc1ccccc1)N1CCN(c2ccc(Cl)c(Cl)c2)CC1
→ 2, -1.9, -0.8, 1.0, 8, -1.8, 3, -3.6, 4, -1.8, -3
Clc1cnc(N/N=C/c2ccco2)c(Cl)c1
→ -5, 7.9*, 4.8*, 1.0, -4, 0.3, -2, 4.9, -5, 11*, 10
CCCC(C)C(=O)Nc1nc(C)c(-c2csc(Nc3cc(Cl)ccc3C)n2)s1 (stereo unspecified)
→ -5, -1.2, -0.4, -0.9, 8, -1.2, -5, -0.3, -11, -2.1, 11
COc1ccc(-c2cc(=O)[nH][nH]2)cc1OC
→ -157, -1.8, -2.5, -0.8, -108, -1.9, -41, -2.8, -244, -6.1, 5
CCN(C(=O)CSc1nnc(-c2cccs2)o1)C1CCS(=O)(=O)C1 (stereo unspecified)
→ 7, 0.4, 0.7, -1.1, 1, 0.8, -7, 2.5, -1, -1.2, 4
COc1ccc(OC)c(C2C3=C(N=c4s/c(=C\c5cccc(O)c5)c(=O)n42)c2ccccc2CC3)c1 (stereo unspecified)
→ -28, 1.5, -0.2, -1.3, 2, -0.2, 0, 1.6, -31, -3.7, -24
COc1cccc(CNC(=O)c2ccc(CS(=O)Cc3ccc(C)cc3)o2)c1 (stereo unspecified)
→ 3, -1.8, -2.2, -0.6, 6, -1.6, 1, 0.8, -1, -2.6, 0
COc1ccc(NC(=O)CCCn2c(=O)c3sccc3n(Cc3ccc(C)cc3C)c2=O)cc1
→ 0, -1.2, 0.2, 0.0, -3, -1.1, -5, 0.9, -2, 0.9, 8
CC(=O)N/C(=N/c1nc(C)cc(C)n1)Nc1cc(C)cc(C)c1
→ 2, -0.9, 0.0, 0.6, 4, -1.4, 2, 0.6, -4, 0.3, -1
Cc1nc([N+](=O)[O-])cn1CC(=O)Nc1ccc([N+](=O)[O-])cc1
→ 4, 1.0, -0.2, 0.5, 1, -1.0, 0, 0.1, -5, -0.2, 2
CCOC(=O)c1c(NC(=O)CSc2nnc(CNc3ccc(OC)cc3)n2C)sc(C)c1C
→ -1, -3.4, 0.0, 1.2, -2, -1.1, 1, -1.4, 1, -1.4, -9
O=C(COC(=O)C1CC1)Nc1ccc(Oc2ccccc2)cc1
→ -2, -1.4, -0.5, 0.3, -5, -1.1, -6, -2.0, -2, 0.3, -11
Cc1c(C(=O)c2ccc(Br)cc2)c(=O)n(C)c(=O)n1C
→ 3, -0.3, 0.1, -0.8, -5, 0.3, -6, -1.2, -6, -3.4, 14
COC(=O)[C@@]12CCCCN1[C@H](c1ccc(-c3ccc(F)cc3)c(OC)c1)[C@H]1C(=O)N(C)C(=O)[C@H]12
→ 0, -1.7, -0.4, 0.8, -3, -1.4, -3, 0.6, -1, 0.8, 7
COc1ccccc1NC(=O)Cc1coc2cc(C)ccc12
→ 0, 0.3, 0.3, -0.7, -2, -0.6, -3, 1.0, -5, 2.5, -5
Cc1ccc(NC(=O)Cc2ccsc2)cc1Cl
→ 6, -0.9, 0.1, 0.2, 10, -1.8, 3, 2.7, -3, 0.9, -1
O=C(Nc1cccc(C(F)(F)F)c1)C12CC3CC(CC(C3)C1)C2
→ 4, 0.3, -0.7, -1.4, 15, -1.2, 2, 3.7, 2, -3.4, 4
COc1ccc(C(=O)CCNc2ccc(C)c(Cl)c2)cc1
→ 2, 1.8, 0.0, 0.3, 2, -1.3, 0, -2.5, 2, -1.3, -5
CCOC(=O)C1=CN(Cc2ccc(Br)cc2)S(=O)(=O)NC1C (stereo unspecified)
→ 2, 1.4, 0.7, -0.2, 4, -1.2, 2, 0.8, -6, -2.7, -17
COc1ccc(Cc2nnc(SC(C)C(=O)Nc3ccc(C(N)=O)cc3)o2)cc1 (stereo unspecified)
→ 5, 1.3, 2.0, 0.6, 4, -0.8, 7, 0.2, -1, -0.1, -11
CN(C)S(=O)(=O)c1cccc(NC(=O)Cn2cc(C(F)(F)F)cc(Cl)c2=O)c1
→ 5, -0.3, 0.1, -0.1, -5, -1.1, 3, -0.3, 9, 0.6, 0
CCOc1nc(Nc2ccccc2F)nc(OCC)n1
→ -2, -2.8, -0.4, 1.5, 4, -1.4, -3, 6.2, -6, -0.7, 0
CCOC(=O)C1CCN(C(=O)CN(c2cccc(C(F)(F)F)c2)S(C)(=O)=O)CC1
→ 5, -0.9, -1.0, -0.1, 8, -1.1, 2, 1.5, 6, 5.5, 8
CC(CN1C(C)CCCC1C)OC(=O)c1ccccc1F (stereo unspecified)
→ 2, -0.5, 0.2, 0.3, 11, -0.9, 2, 1.2, -4, 1.8, 8
